FBPA coupling cs – counter-screen for Giardia aldolase inhibitors: coupling enzyme system | coupling enzyme system counterscreen, AmpLite Red fluorescence | activity change, negative = inhibition, % at 58.2 µM, hits read low | 290,000 compounds, 0.67% hits; in the data active = activity change below about -30%
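Counterscreen lacking aldolase: glyceraldehyde-3-phosphate coupling-enzyme reagent preincubated 10 min at RT with compound (at 57.5 uM final), then substrate/coupling system with AmpLite Red added; fluorescence read at 525/598 nm after 20 min RT.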
* marks the source's active call; other numbers are inactive results; & = joins results of further samples. % is scaled to controls: 0 for no effect and ±100 for the full control effect.

smiles | FBPA coupling cs
Cc1nc(NCc2ccccc2)c2nc(-c3ccccc3)n(CCN3CCCCC3)c2n1 | 4
CC(CCC(=O)O)C1CCC2C3CC(O)[C@@H]4CC(O)CC[C@]4(C)C3CC[C@@]12C (some centres undefined) | 7
Cc1ccccc1-c1cc(NCc2cccnc2)ncn1 | 1
COc1ccc(C2/C=C\CN(C(=O)C3CCCC3)C(C)C(=O)N2Cc2ccc(F)cc2)cc1 (centres undefined) | 0
COc1cccc(C2=Nn3c(nnc3-c3ccc(OC)cc3OC)SC2)c1 | -4
Cc1noc(C)c1-c1nc(NCc2cccs2)c2ccccc2n1 | 1
N#CCCn1c(=O)c(-c2ccc(Cl)cc2)nc2cnc(Oc3cccc(Cl)c3)nc21 | 1
CC(=O)OCC(NC(=O)C1CCCN1C(=O)OC(C)(C)C)C1OC(n2ccc(=O)[nH]c2=O)C(OC(C)=O)C1OC(C)=O (centres undefined) | 4
O=C(/C=N/O)NCCCCNC(=O)/C=N/O | -4
O[C@@H](c1ccccc1)C1CCN(CCc2ccccc2)CC1 | 5
COc1ccccc1CN1CCCC2(CCN(S(=O)(=O)c3ccccc3)CC2)C1 | 1
CN(C)c1ncc2nc(-c3ccccc3)c(=O)n(C)c2n1 | 0
CC(C)C[C@H](NC(=O)CNC(=O)[C@H](C)NC(=O)[C@H](CC(C)C)NC(=O)[C@H](CCCNC(=N)N)NC(=O)[C@H](Cc1cnc[nH]1)NC(=O)[C@@H](NC(=O)[C@@H](NC(=O)[C@@H]1CSSC[C@H](NC(=O)[C@@H](N)CO)C(=O)N[C@@H](CC(N)=O)C(=O)N[C@@H]([C@@H](C)O)C(=O)N[C@@H](C)C(=O)N[C@@H]([C@@H](C)O)C(=O)N1)C(C)C)[C@@H](C)O)C(=O)N[C@@H](CC(C)C)C(=O)N[C@@H](CO)C(=O)N[C@@H](CCCNC(=N)N)C(=O)N[C@@H](CO)C(=O)NCC(=O)NCC(=O)N[C@H](C(=O)N[C@H](C(=O)N[C@@H](CCCCN)C(=O)N[C@@H](CC(=O)O)C(=O)N[C@@H](CC(N)=O)C(=O)N[C@@H](Cc1ccccc1)C(=O)N[C@H](C(=O)N1CCC[C@H]1C(=O)N[C@H](C(=O)N[C@@H](CC(N)=O)C(=O)N[C@H](C(=O)NCC(=O)N[C@@H](CO)C(=O)N[C@@H](CCCCN)C(=O)N[C@@H](C)C(=O)N[C@@H](Cc1ccccc1)C(N)=O)C(C)C)[C@@H](C)O)C(C)C)C(C)C)C(C)C | -1
COC(=O)C/C=C\[C@H](C)[C@@H](OC)c1ccccc1Br | 1
COC(=O)[C@@]1(Cc2ccc(F)cc2)[C@H]2c3cc(C(=O)N(C)C)n(CC4CC4)c3C[C@H]2CN1C(=O)c1ccccc1 | -3
NC1=NCCN1CC(=O)O | 0
Cc1cc(CNC(=O)[C@@H]2C[C@H]2[C@@H](NP(=O)(c2ccccc2)c2ccccc2)c2ccccc2)nn1C | 5
O=S(O)CO | 1
NC[C@@H]1O[C@@H](O[C@H]2[C@H](O)[C@@H](O[C@@H]3O[C@@H](CO)[C@H](O)[C@@H](N)[C@@H]3O)[C@H](N)C[C@@H]2N)[C@@H](O)[C@H](O)[C@H]1O | 1
NCCC[C@@H](CC(=O)N[C@@H]1CCNC[C@H]1C(=O)N[C@H](CC(=O)N[C@@H](CCC(=O)O)CC(=O)O)Cc1c[nH]c2ccccc12)NC(=O)C[C@H](CO)NC(=O)[C@@H]1CNCC[C@H]1N | 1
COc1ccc(Oc2ncc3nc(-c4cc(F)cc(F)c4)c(=O)n(CCC#N)c3n2)cc1 | -2
CC(Cc1ccc(O)c(O)c1)(NN)C(=O)O (centres undefined) | -6
NCCCCC(N)C(=O)NC(Cc1ccc(O)cc1)C(=O)NC(CCCCN)C(=O)O (centres undefined) | 9
COc1ccc(-c2oc3ccccc3c(=O)c2O)cc1OC | 2
CC(=O)OCC1OC(C#Cc2ccc(Br)cc2)C=CC1OC(C)=O (centres undefined) | -5
COc1ccc2c(c1)C(c1ccccc1OC)CC(=O)O2 (centres undefined) | -1
CC(C)C[C@H]1C(=O)N2CCC[C@@H]2[C@]2(O)O[C@](NC(=O)[C@@H]3C=C4c5cccc6[nH]c(Br)c(c56)C[C@H]4N(C)C3)(C(C)C)C(=O)N12 | -5
Cc1nc(NC2CCCCC2)c2nc(-c3ccccc3)n(CCN3CCCCC3)c2n1 | 3
Clc1ccccc1-c1ccc2ncnc(N3CCNCC3)c2c1 | -1
O=c1c2nc(Br)n([C@@H]3O[C@@H]4CO[P@@](O)(=S)O[C@H]4[C@H]3O)c2nc2[nH]c(-c3ccccc3)cn12 | -6
COC(=O)CC1C(C)(C)C(OC(C)=O)C2CC3C4CC(=O)OC(c5ccoc5)[C@]4(C)CCC3[C@@]1(C)C2=O (some centres undefined) | 1
CC(Oc1ccc(O)cc1)(P(=O)(O)O)P(=O)(O)O | 1
O=c1ncccn1[C@@H]1O[C@H](CO)[C@@H](O)[C@H]1O | 0
COc1ccc2ccccc2c1-c1c(OC)ccc2ccccc12 | 6&3
Cn1c(=O)cnc2cnc(OCc3ccccc3)nc21 | 0
COc1cccc(Cn2c(=O)c(-c3cccs3)nc3cnc(N(C)C)nc32)c1 | 0

Four entries from above, reformatted:
CC(=O)OCC1OC(C#Cc2ccc(Br)cc2)C=CC1OC(C)=O (centres undefined)
  FBPA coupling cs: -5
COc1ccc2c(c1)C(c1ccccc1OC)CC(=O)O2 (centres undefined)
  FBPA coupling cs: -1
CC(C)C[C@H]1C(=O)N2CCC[C@@H]2[C@]2(O)O[C@](NC(=O)[C@@H]3C=C4c5cccc6[nH]c(Br)c(c56)C[C@H]4N(C)C3)(C(C)C)C(=O)N12
  FBPA coupling cs: -5
Cc1nc(NC2CCCCC2)c2nc(-c3ccccc3)n(CCN3CCCCC3)c2n1
  FBPA coupling cs: 3

(further entries)
smiles | FBPA coupling cs
CC(C)=CCC1=C(O)c2ccccc2C(=O)C1=O | -61*
CNC(=O)[C@]1(C)C[C@H]1[C@H](NC(=O)[C@]1(C)C[C@H]1[C@H](NC(=O)[C@]1(C)C[C@H]1[C@H](NC(=O)[C@]1(C)C[C@H]1[C@H](NC(=O)OCc1ccccc1)c1ccccc1)c1ccccc1)c1ccccc1)c1ccccc1 | 5
CC#CCN1c2ccccc2[C@]23C[C@@H](C(=O)OC)N(S(=O)(=O)CCCC)C2=NC(C(=O)OC)=C(C(=O)OC)[C@H]13 | 3
Cc1noc(C)c1-c1ccc2ncnc(NCc3cccc(Cl)c3)c2c1 | 2
Nc1nc(NCC2CCC(CNS(=O)(=O)c3cccc4ccccc34)CC2)nc2ccccc12 (centres undefined) | 1&-1
O=C(c1cc(C(F)(F)F)cc(C(F)(F)F)c1)N1CCC2(CCCN(c3ncccn3)C2)CC1 | -1
CCOC(=O)CCN1C(=O)[C@H]2[C@H]3[C@H](O)[C@H](O)C/C(=N/OC[C@@H](O)COCc4ccco4)[C@@H]3CC[C@@H]2C1=O | 1
O=C(O)c1ccc(/C=C2/SC(=S)N(c3cccc(C(F)(F)F)c3)C2=O)cc1 | 8
C=CC[C@@H]1C=C[C@@H](O/N=C\C[C@@H]2C=C[C@H](OC(C)=O)[C@H](COC(C)=O)O2)[C@@H](CO)O1 | 0
CCNc1ncc2ncc(=O)n(C3CC3)c2n1 | -2
CC[C@H](C)[C@H](NC(=O)CNC(=O)[C@H](CC(C)C)NC(=O)[C@H](CC(C)C)NC(=O)[C@H](CCC(N)=O)NC(=O)[C@H](CCC(N)=O)NC(=O)[C@H](CC(=O)O)NC(=O)[C@H](CCCCN)NC(=O)[C@H](CC(C)C)NC(=O)[C@H](Cc1ccc(O)cc1)NC(=O)[C@H](CCCNC(=N)N)NC(=O)[C@H](CCC(=O)O)NC(=O)[C@@H](NC(=O)[C@H](C)NC(=O)[C@H](CC(C)C)NC(=O)[C@@H](NC(=O)[C@@H](N)CCCNC(=N)N)[C@@H](C)CC)C(C)C)C(=O)N[C@@H](Cc1c[nH]c2ccccc12)C(=O)NCC(=O)N[C@@H](CS)C(=O)N[C@@H](CO)C(=O)O | 3
Cc1ccc(/C=C/C2=CC3(C)CC2(C)C(c2ccc(C)cc2)CC3=O)cc1 (centres undefined) | 0
CNCCCCCCCCSc1nc(C(C)C)ccc1C(=O)c1cccs1 | -2
CC(C)CCN1CCc2nc(-c3ccccc3)c3c(c2C1)COC(C)C3 (centres undefined) | -4
CN(C)Cc1ccccc1-c1ccc2ncnc(N(C)Cc3ccco3)c2c1 | 0
COc1cccc(Cn2c(=O)c(-c3cc(F)cc(F)c3)nc3cnc(N4CCN(C)CC4)nc32)c1 | 5
CC(=O)OC1CC[C@@]2(C)C(CC[C@@]3(C)C2CC=C2C4CC(C)(C)CC[C@]4(C(=O)O)CC[C@@]23C)C1(C)C (some centres undefined) | 2
Cc1noc(C)c1-c1cncnc1NCc1cccnc1 | 5
O=C1C[C@@H](c2ccc(O)cc2)Oc2cc(O[C@@H]3O[C@H](CO)[C@@H](O)[C@H](O)[C@H]3O)cc(O)c21 | 4
CCC/C=C(\CCC)C(NS(=O)(=O)CC12CCC(CC1=O)C2(C)C)c1ccc(C(=O)OC)cc1 (centres undefined) | -7
CCCCCCCCCCCCCCCC(=O)OCC(O)C1OC(=O)C(O)=C1O (centres undefined) | 9
COc1ccc(COC(=O)N/N=C2/C[C@@H](O)[C@@H](O)[C@@H]3[C@@H]4C(=O)N(Cc5ccc6c(c5)OCO6)C(=O)[C@H]4CC[C@@H]23)cc1 | 2
C/C=C/OC(=O)NC(c1cccc(C)c1)[C@@]1(C(=O)OCC)CCCC1=O (some centres undefined) | 2
CCCn1c(-c2ccc(F)cc2)nc2c(NCCCN(CC)CC)nc(C)nc21 | 0

As entered above.
`CN(C)Cc1ccccc1-c1ccc2ncnc(N(C)Cc3ccco3)c2c1` in FBPA coupling cs is listed with 0
`COc1cccc(Cn2c(=O)c(-c3cc(F)cc(F)c3)nc3cnc(N4CCN(C)CC4)nc32)c1` in FBPA coupling cs is listed with 5

Next section:
smiles | FBPA coupling cs
CS(=O)(=O)Nc1cccc(-c2nccc(NCc3cccs3)n2)c1 | -1
COCCn1c(=O)c(-c2cccc(F)c2)nc2cncnc21 | 1
O=C1C(=O)N(Cc2ccc(Cl)c(Cl)c2)c2ccccc21 | -1
COCCn1c(=O)c(-c2ccc(F)cc2)nc2cnc(N(C)C)nc21 | -2
CC(C)[C@@H]1[C@H]2CC[C@H](C2)[C@H]1N | 6
CC(C)CO/N=C1/[C@H]2O[C@@H]2[C@@H](O)[C@H]2[C@H]1CCn1c(=O)n(-c3ccccc3)c(=O)n12 | 2
COc1ccc2c(c1)O[C@H](c1cccc(C(F)(F)F)c1)[C@@H](O)C2=O | 1
COC(=O)[C@@]1(Cc2ccc(OC)cc2)[C@H]2c3cc(C(=O)N4CCCC4)n(CCc4ccc(OC)c(Br)c4)c3C[C@H]2CN1C(=O)c1ccccc1 | 0
C=C1CCC(O)C/C1=C\C=C1/CCCC2(C)C1CCC2C(C)CCCC(C)C (centres undefined) | 0
CC(=O)OC1CC2C(C)(C)C=CC(=O)[C@@]2(C)C2CC[C@@]3(C)C(c4ccoc4)OC(=O)C4OC43[C@]12C (some centres undefined) | -1
COc1ccc(C2/C=C\CN(C(=O)c3ccccc3)C(Cc3ccccc3)C(=O)N2Cc2ccc(F)cc2)cc1 (centres undefined) | 1
C=CCOC(=O)C(C(C)=O)C(NC(=O)OC)c1cccs1 (centres undefined) | 1
CC(=O)OC[C@@H]1O[C@@H](O/N=C2/C[C@@H](O)[C@@H](O)[C@@H]3[C@@H]4C(=O)N(c5cccc(Oc6ccccc6)c5)C(=O)[C@H]4CC[C@H]23)[C@H](OC(C)=O)[C@H](OC(C)=O)[C@@H]1OC(C)=O | 1
O=C(c1cc(C(F)(F)F)cc(C(F)(F)F)c1)N1CCC2(CC1)CCN(c1ccccc1)CC2 | -1
COC(=O)[C@@H]1C2CC3c4[nH]c5cc(OC)ccc5c4CCN3CC2C[C@H](OC(=O)c2cc(OC)c(OC)c(OC)c2)C1OC (some centres undefined) | -12
C[C@@](O)(/C=C/[C@H]1CC=CC(=O)O1)[C@@H](C[C@@H](O)\C=C/C=C\C=C\CO)OP(=O)(O)O | 2
CC(C)(C)CNc1nc(C#N)nc(Nc2ccccc2)n1 | 2
CC(C)(C)OC(=O)NC(Cc1ccccc1)C(=O)NC1COC2CC(n3ccc(=O)[nH]c3=O)OC12 (centres undefined) | -1
O=C(/C=C(\O)c1ccccc1)c1ccccc1O | 5
Nc1ncnc2n[nH]c(Nc3ccc(F)cc3)c12 | 0
COc1ccc(NC(=O)N2CC[C@@]3(CCCN(C(=O)c4csnn4)C3)C2)cc1 | 2
COc1ccc(O[C@H]2C=C[C@@H](c3ccccc3)O[C@H]2CO/N=C(/C)CCC(=O)OC[C@@H]2O[C@H](C#Cc3ccccc3)C=C[C@@H]2Oc2ccc(C)cc2)cc1 | 1
CC(C)C[C@@H](CC(=O)N[C@@H](CCCN)CC(=O)N[C@@H]1CCCC[C@H]1C(=O)N[C@H](CC(=O)N[C@@H](CCC(=O)O)CC(=O)O)CC(C)C)NC(=O)[C@@H]1CNCC[C@H]1N | -2
N#Cc1nc(NCCO)nc(Nc2ccccc2)n1 | -1
Fc1ccc(Cl)cc1-c1nc(Nc2ccncc2)c2nccnc2n1 | 1
CC/C=C\C/C=C\C/C=C\C/C=C\C/C=C\C/C=C\CCC(=O)NCCCC(=O)O | 1

Source: PubChem BioAssay

Not all compounds are listed; rates above refer to the full screens.
